Compound activity: PubChem BioAssay, National Center for Advancing Translational Sciences (NCATS)
Nrf2 activator = Nrf2 pathway activation. AREc32 ARE-luciferase reporter (MCF7-derived line), luminescence, 24 h. Potency, µM (series often up to 46.1 µM), inactives show top-dose activation, usual class: activators. 0.31% of 410,000 active. AID 624171; also: % of control where 0% means no effect; nearly all actives have a fitted effect of over 65% in size
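Quantitative high-throughput format: AREc32 reporter cells, 1000 per well, received compound by pin transfer and were incubated 24 hr at 37 deg C, 5% CO2, before Steady-Glo luminescence detection.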
Nrf2 inh = blocks Nrf2 signaling; A549 ARE-Fluc reporter, luciferase luminescence, 18-24 h; Potency, µM (highest dose often 46 µM), without a hit: top-dose activity change, negative = inhibition, usual class: inhibitors; 2.1% of 360,000 active; also: % is scaled to controls: 0 for no effect and ±100 for the full control effect; nearly all actives have a fitted effect of over 60% in size
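Nrf2 activity is the BugLite luminescence, read 15 min after reagent at room temperature, following CellTiter-Fluor cytotoxicity readout (30 min, 37C). Compound titrations were applied for 18-24 h to 5000 A549 ARE_Fluc cells/well in 5% FBS OPTI-MEM.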
EPAC2 antag = blocks human EPAC2 exchange factor. 0.18% of 360,000 active. EPAC2 GEF exchange of Rap1B-BODIPY-GDP, fluorescence. Potency, µM (highest dose often 114 µM), without a hit: top-dose activity, negative = inhibition, hits mostly inhibitors. AID 720708. Q8WZA2; also: % is scaled to controls: 0 for no effect and ±100 for the full control effect; nearly all actives have a fitted effect of over 45% in size; many of its hits are not listed in these tables
Target sequence (Q8WZA2 whole entry, looked up): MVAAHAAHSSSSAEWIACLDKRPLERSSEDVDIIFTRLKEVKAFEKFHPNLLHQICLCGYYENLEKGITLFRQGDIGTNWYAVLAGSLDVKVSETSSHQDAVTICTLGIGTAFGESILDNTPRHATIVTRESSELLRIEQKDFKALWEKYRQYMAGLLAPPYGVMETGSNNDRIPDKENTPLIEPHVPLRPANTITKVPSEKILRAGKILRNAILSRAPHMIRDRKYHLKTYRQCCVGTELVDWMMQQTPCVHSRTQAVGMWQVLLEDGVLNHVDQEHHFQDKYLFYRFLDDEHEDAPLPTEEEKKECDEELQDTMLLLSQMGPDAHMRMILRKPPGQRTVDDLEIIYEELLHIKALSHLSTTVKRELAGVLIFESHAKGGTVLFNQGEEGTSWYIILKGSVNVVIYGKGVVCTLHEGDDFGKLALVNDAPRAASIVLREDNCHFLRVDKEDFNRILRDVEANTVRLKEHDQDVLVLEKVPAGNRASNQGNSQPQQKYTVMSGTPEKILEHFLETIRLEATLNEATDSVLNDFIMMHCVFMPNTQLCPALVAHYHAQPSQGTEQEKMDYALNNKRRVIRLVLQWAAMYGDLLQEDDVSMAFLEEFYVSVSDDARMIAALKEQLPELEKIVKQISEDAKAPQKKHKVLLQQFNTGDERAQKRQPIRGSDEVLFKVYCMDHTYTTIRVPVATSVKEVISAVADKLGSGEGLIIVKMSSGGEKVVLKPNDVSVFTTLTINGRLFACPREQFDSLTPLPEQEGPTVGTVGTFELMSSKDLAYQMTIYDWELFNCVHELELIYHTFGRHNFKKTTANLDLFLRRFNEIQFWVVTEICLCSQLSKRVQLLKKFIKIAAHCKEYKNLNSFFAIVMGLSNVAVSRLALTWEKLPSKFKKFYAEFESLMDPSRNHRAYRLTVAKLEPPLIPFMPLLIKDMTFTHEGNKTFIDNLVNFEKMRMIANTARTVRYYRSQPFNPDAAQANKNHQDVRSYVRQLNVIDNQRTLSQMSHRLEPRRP
MCF10A rerep = DNA re-replication induction in MCF 10a cells; 2.9% of 350,000 active; AID 624296; MCF 10A DNA re-replication, Hoechst nuclear intensity, 48 h; Potency, µM (top dose mostly 46.1 µM), for inactives: top-dose activity, positive = re-replication, actives largely listed as activators; also: % of control where 0% means no effect; nearly all actives have a fitted effect of over 50% in size
A549 tox = kills or reduces viability of A549 cells in Nrf2 counter-screen; A549 ARE-Fluc cells, CellTiter-Fluor viability, 18-24 h; Potency, µM (top dose mostly 46 µM), for the others: top-dose activity change, negative = cytotoxicity, actives largely listed as inhibitors; 0.16% of 390,000 active; AID 504648; also: % is scaled to controls: 0 for no effect and ±100 for the full control effect
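Cytotoxicity counterscreen: CellTiter-Fluor fluorescence was measured in A549 ARE_Fluc cells after 18-24 h of compound exposure in a concentration series. The subsequent BugLite luminescent read reports ARE-luciferase activity.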
TGFb inhibitor = inhibitors of TGF-b signaling; AID 588855; 1.2% of 410,000 active; Potency, µM (top dose mostly 46.1 µM), for inactives: at the highest dose activity, negative = inhibition, usual class: inhibitors; HepG2 CAGA-GFP TGF-b/SMAD3 reporter, GFP fluorescence, 18 h; TGF-beta stimulated, 500 pg/mL final; also: % is scaled to controls: 0 for no effect and ±100 for the full control effect; nearly all actives have a fitted effect of over 65% in size
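TGF-beta reporter screen: HEPG2 CAGA-GFP, 1% FBS, 500 pg/mL TGF-beta final, 18 h; per-cell GFP summed per well; curves fitted and categorized by class.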
S2 tox = cell viability loss in ATXN counter-screen | AID 651635 | S2 cells (HEK-293 line with an ATXN2-luciferase reporter) viability, CellTiter-Fluor protease fluorescence, 24 h | 0.49% of 400,000 active | Potency, µM (titrated, usually from 56.7 µM), hits mostly cytotoxic; also: nearly all actives have a fitted effect of over 40% in size
ATXN2 expr inh = reduces ATXN2 reporter expression in HEK-293 cells. 0.72% of 360,000 active. AID 1745845. Potency, µM (top dose mostly 57 µM), for inactives: at the highest dose activity change, negative = inhibition, usual class: inhibitors. HEK-293 ATXN2-luciferase reporter, luminescence, 24 h; also: % is scaled to controls: 0 for no effect and ±100 for the full control effect; nearly all actives have a fitted effect of over 55% in size
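qHTS (up to 57 uM final) was run with 24 h compound exposure of reporter cells at 37 °C. Each well was multiplexed: SteadyGlo luminescence measured ATXN2-luciferase expression after a fluorogenic Gly-Phe-AFC viability readout (25 uM final).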
HepG2 viability = HepG2 cytotoxicity, counter-screen for TGF-b inhibitors; HepG2 CAGA-GFP viability, ATP luminescence, 18 h; Potency, µM (doses to about 46.1 µM), for inactives: at the top dose activity change, negative = cytotoxicity, most hits filed as cytotoxic; 0.76% of 410,000 active; AID 588856; also: some results filed as inactive show a strong effect at the top dose
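CellTiter-Glo luminescence gave cytotoxicity after 18 hours at 37 degrees C. The cells were HepG2 CAGA-GFP in 1% FBS DMEM, stimulated with 500 pg/mL TGF-beta after compound addition. %Activity was normalised to no-cell wells (complete cell-killing) and DMSO (no toxicity), and curves were fitted and classified.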
* marks the source's active call; other numbers are inactive results; i = inactive; ? = inconclusive; nt = not tested or not shown; & = joins results of further samples; [ ] = another dose, or the depositor's remark. Calls follow the shape of the dose curve; as a rule, active = well fitted curve in the direction sought with a large enough effect; inconclusive = small, poorly fitted or top-dose-only effect, or another doubt; inactive = no such curve, though single readings can be large; an effect the other way counts as inactive or inconclusive. Potency is read from the fitted curve at half-maximal effect. A portion of the library (hit frequency here may not be typical).

SMILES	Nrf2 activator	Nrf2 inh	EPAC2 antag	MCF10A rerep	A549 tox	TGFb inhibitor	S2 tox	ATXN2 expr inh	HepG2 viability
COC(=O)c1ccc(NC(=O)c2cc3c(CO)cnc(C)c3oc2=Nc2cccc(C(N)=O)c2)cc1	0.0%	3.6%	6.0%	-13.2%	-2.7%	20.9%	i	7.0%	0.5%
CCC1NC(=O)c2cccnc2-n2c1nc1cc(F)ccc1c2=O (stereo not drawn)	-0.2%	nt	-7.0%	nt	nt	-8.1%	i	7.7%	-30.2%
CC(Sc1nnc(Nc2ccccc2)s1)C(=O)NC1CCCc2ccccc21 (stereo not drawn)	-0.6%	?	1.0%	?	2.5%	?	i	-8.1%	4.8%
Cc1ccc(-c2c(C(=O)NCc3ccc(F)cc3)oc(=O)c3ccccc23)cc1	5.4%&0.0%	-9.5%&-17.4%	-15.1%	8.6%	2.3%&9.8%	?	i	0.9%&8.9%	-34.6%&-9.0%
COc1ccc(C2=NN(CC(=O)NCc3ccco3)C(=O)CC2)cc1	1.7%	-12.9%	1.0%	-1.9%	1.9%	-6.0%	i	-2.2%	8.4%
CN(C)c1ccc(NC(=O)COC(=O)CCC(=O)c2ccc(F)cc2)cc1	0.0%	-10.2%	-0.7%	-4.3%	-4.3%	-2.0%	i	3.0%	-0.7%
COc1cc(OC)nc(-n2ncc(Br)c(Br)c2=O)n1	?	?	15.0%	4.61µM*	?	3.55µM*	nt	?	11.2µM*
CCCCN(C)C(=O)C1CCN(CCCc2ccccc2)CC1	0.3%	-0.7%	-2.7%	25.7%	8.6%	-2.5%	i	0.7%	-22.8%
Cc1ccc(-c2nc3ccccc3n3nnnc23)cc1	0.7%	?	0.0%	7.4%	6.9%	-5.8%	i	31.3%[activator]	5.3%
COCOCCn1cc(CN2CCS(=O)(=O)N(Cc3ccc(-c4ccc(Cl)c(Cl)c4)cc3)C(C(C)C)C2=O)nn1 (stereo not drawn)	5.0%	nt	-2.4%	nt	nt	?	nt	-0.6%	-116.1%
Cc1ccc(C)c(NC(=O)CSc2nnc(Cc3cccn3C)n2-c2ccc(F)cc2)c1	-1.1%	-3.5%	-1.0%	-1.2%	-6.2%	-11.4%	i	-6.0%	-15.7%
CC(C)c1ccc(O)c(NC(=O)c2cccnc2)c1	?	nt	0.4%	-11.4%	13.6%	-1.5%	i	0.9%	-4.6%
COc1ccccc1C1NC(=O)NC(C)=C1C(=O)OC1CCC(C)CC1 (stereo not drawn)	-0.3%	-28.1%	3.2%	-0.5%	2.3%	-21.3%	i	nt	-46.3%
Cc1ccccc1Cn1c2ccccc2c2cnn(CC(=O)NCCCN3CCOCC3)c(=O)c21	-0.8%	-0.7%	-0.9%	-1.2%	0.0%	-27.0%	i	-24.2%	-20.4%
CCCN(CCC)S(=O)(=O)c1ccc(C(=O)NNc2nc(-c3ccccc3)c3cc(Br)ccc3n2)cc1	0.4%	-2.9%	-1.9%	1.2%	1.6%	-1.9%	?	10.1%	-7.6%
COc1ccc(N2CCN(c3ncnc4c3cnn4-c3ccc(F)cc3)CC2)cc1	4.6%	nt	nt	nt	2.9%	5.1%	i	9.3%	-10.1%
COC(=O)c1ccc(Nc2cc(C)nc3ccc(C)cc23)cc1	9.9%	?	-4.1%	18.4µM*	?	?	?	-33.1%	-80.1%
O=C(Nc1ccc(F)cc1)OCCN1CCN(Cc2ccccc2)CCC1=O	4.0%	14.3%	5.0%	0.0%	-2.8%	-27.7%	i	-0.6%	-12.8%
O=C1C(Cc2ccccc2)NC(=S)N1Cc1ccccc1 (stereo not drawn)	0.4%	4.1%	-16.4%	6.8%	1.6%	-4.4%	i	nt	-6.2%
COc1ccc(-c2c(C#N)c(N)nc3c2CCCCCC3)cc1OC	0.1%	6.6%	4.0%	9.9%	-1.1%	-0.4%	i	-3.3%	0.9%

The list goes on; the last 2 above are carried over.
SMILES	Nrf2 activator	Nrf2 inh	EPAC2 antag	MCF10A rerep	A549 tox	TGFb inhibitor	S2 tox	ATXN2 expr inh	HepG2 viability
O=C1C(Cc2ccccc2)NC(=S)N1Cc1ccccc1 (stereo not drawn)	0.4%	4.1%	-16.4%	6.8%	1.6%	-4.4%	i	nt	-6.2%
COc1ccc(-c2c(C#N)c(N)nc3c2CCCCCC3)cc1OC	0.1%	6.6%	4.0%	9.9%	-1.1%	-0.4%	i	-3.3%	0.9%
COc1ccccc1CCNC(C)CCc1ccc(O)cc1 (stereo not drawn)	-0.2%	10.0%	-3.9%	10.3%	0.6%	16.1%	i	-25.9%	-23.0%
COc1ccccc1NC(C)C(=O)N/N=C/c1ccccc1OCc1cccc(Br)c1 (stereo not drawn)	-0.4%	-3.6%	2.9%	13.8%	-7.9%	-19.9%	i	-12.7%[11.3 µM]	11.6%
COc1ccccc1NC(=O)COC(=O)c1ccc2ccccc2n1	2.2%	9.4%	-2.1%	-4.9%	12.8%	-11.8%	i	-17.4%	-6.2%
Cc1nc2c(ccc3nc(NC(=O)Cc4cccc5ccccc45)sc32)s1	0.2%	-2.2%	6.8%	?	-2.9%	?	?	-25.4%	-28.8%
COc1ccc(NC(=O)C2(C)Cc3c(-c4ccc5c(c4)OCO5)ccnc3O2)cc1OC (stereo not drawn)	3.6%	nt	4.9%	nt	nt	58.1%	?	-20.0%	5.4%
O=C1NC[C@@H](CCCCN2C[C@H](Cc3ccccc3)N(CCc3ccc(O)cc3)C(=O)C2=O)N(CC2CCCCC2)C1=O	-0.9%	nt	-1.9%	nt	nt	nt	i	3.3%	nt
CCOC(=O)N1CCN(C(=O)CCCN2C(=O)CSc3nc(C)cc(C)c32)CC1	-0.8%	-4.5%	-3.9%[57.1 µM]	-5.8%	-2.4%	-4.8%	i	2.7%	-6.6%
CC(=O)Nc1ccc(CN(C)c2c(C)nc3ccc(C(=O)N(C)Cc4ccco4)cn23)cc1	0.2%	nt	0.3%	nt	nt	4.3%	i	-0.8%	13.9%
CC(=O)c1c(C)[nH]c(C(=O)CSc2nnc(C)s2)c1C	-0.8%	?	9.9%	-3.3%	1.3%	0.9%	i	9.1%	-11.4%
O=C(Nc1nc2ccccc2[nH]1)c1ccccc1O	23.4%	?	15.6%	?	1.0%	6.7%	i	30.4%[activator]	-11.2%
CCOc1ccc(C2/C(=C(/O)c3ccc(S(=O)(=O)N4CCCCC4)cc3)C(=O)C(=O)N2CCCOC)cc1OC (stereo not drawn)	0.4%	-1.9%	7.0%	-0.1%	-8.5%	2.2%	i	-11.7%	27.0%
COc1ccc(N(C)C(=O)c2oc(=O)c3ccccc3c2-c2ccccc2)c(OC)c1	-0.2%	6.9%	?	5.1%	?	-6.2%	i	nt	-9.6%
Cc1nc2ccc(N=NN(C)C)cc2[nH]1	4.1%	21.8%	8.0%	23.7%	-0.8%	4.8%	i	-19.4%	7.3%
O=c1[nH]c(Cc2ccccn2)nc2scc(-c3ccccc3Cl)c12	4.1%	-0.1%	15.2%	?	2.2%	5.6%	i	-14.5%	-22.3%
CC(C)C(NC(=O)CSCc1ccc([N+](=O)[O-])cc1)C(C)C	2.1%	5.9%	6.6%	?	11.8%	-16.5%	i	-1.8%	3.6%
CCc1cccc(NC(=O)CCCCCC2NC(=O)NC2C)c1 (stereo not drawn)	0.5%	-23.9%	-6.5%	12.5%	?	-6.3%	i	-16.5%	13.0%
Cc1cccc(C)c1OCCCCN1CCNCC1	-0.3%	-2.3%	6.9%	?	-0.7%	3.6%	i	2.1%	-4.2%
CC(C)C(=O)Nc1nnc(S(=O)(=O)N(C)c2ccc(Cl)cc2)s1	-0.6%	-7.4%	1.9%	-9.3%	2.3%	-5.3%	i	-2.0%	-27.2%
Cc1ccc(/C=C/C(=O)Nc2ccc(Oc3ccccc3)cc2)o1	11.2%	?	-5.2%	?	-7.4%	?	i	0.7%	-23.2%
CCOc1ccc(S(=O)(=O)N(CC(=O)Nc2ccc(OC)cc2OC)c2ccccc2)cc1	-1.2%	15.7%	nt	nt	3.2%	-0.7%	i	-4.5%	3.0%
O=C(N/N=C/c1cc(Br)ccc1O)C(=O)Nc1ccccc1OC(F)(F)C(F)F	-0.4%	nt	9.9%	?	-7.7%	?	i	3.16µM*	-35.0%
Cc1nc(N2CCN(S(=O)(=O)c3ccccc3C#N)CC2)c2c(-c3ccccc3)csc2n1	0.7%	?	-16.5%	25.3%	-1.3%	?	?	?	-17.8%
Cc1cc(C)cc(N(CC(=O)NC(C)(C)C)C(=O)CNC(=O)c2cccs2)c1	3.3%	-3.1%	-2.2%	-0.1%	3.7%	18.6%	i	2.0%	3.0%
COc1cc(C(=O)NCCc2ccc(S(=O)(=O)N3CCCC3)cc2)cc(OC)c1OC	0.1%	?	-2.2%	0.3%	3.5%	-2.6%	i	-5.7%	-16.2%
CN(CC(=O)NC(=O)NC1CCCCC1)CC(=O)Nc1ccccc1C(F)(F)F	5.2%	nt	-11.2%	nt	nt	-7.7%	?	nt	-16.7%
CC(C)(C)Nc1nc2cc([N+](=O)[O-])ccc2o1	4.9%	9.4%	14.2%	0.3%	1.0%	-2.0%	i	nt	-4.3%
CSc1cccc(NC(=O)CN2C(=O)c3ccccc3S2(=O)=O)c1	-2.4%	-27.6%	-0.4%	10.8%	-3.8%	6.9%	i	?	12.8%
CCOC1(OCC)C(c2ccc(N)cc2)C(C#N)(C#N)C1(OCC)OCC (stereo not drawn)	11.8%	2.8%	?	7.4%	-7.2%	0.0%	i	15.7%	1.7%
Cc1ccc(/C=C/S(=O)(=O)NCc2ccc(F)cc2)cc1	2.3%	6.0%	-0.9%	?	0.8%	1.6%	i	-0.9%	-8.1%

Sorted by the number under EPAC2 antag (largest number first): 5 of the compounds above
molecule | EPAC2 antag
O=C(N/N=C/c1cc(Br)ccc1O)C(=O)Nc1ccccc1OC(F)(F)C(F)F | 9.9%
Cc1ccc(/C=C/S(=O)(=O)NCc2ccc(F)cc2)cc1 | -0.9%
COc1cc(C(=O)NCCc2ccc(S(=O)(=O)N3CCCC3)cc2)cc(OC)c1OC | -2.2%
CN(CC(=O)NC(=O)NC1CCCCC1)CC(=O)Nc1ccccc1C(F)(F)F | -11.2%
Cc1nc(N2CCN(S(=O)(=O)c3ccccc3C#N)CC2)c2c(-c3ccccc3)csc2n1 | -16.5%
